# Screening data from PubChem BioAssay.
# SENP1 inh = SENP1 (human) catalytic domain inhibition | recombinant SENP1 catalytic domain, CyPet-SUMO1-YPet FRET cleavage | AID 624204 | hit rate 0.21% among 360,000 | Q9P0U3 | inhibition, % at 10 µM;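 active means inhibition at least 30% at 10 µM, raw YFP signal under a set limit, fluorescence ratio 0.5 to 1.5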;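 further: 0% = enzyme with DMSO and 100% = no enzyme wells; some results filed as inactive read as strong as hits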
# Target sequence (Q9P0U3 419-644 limits assumed): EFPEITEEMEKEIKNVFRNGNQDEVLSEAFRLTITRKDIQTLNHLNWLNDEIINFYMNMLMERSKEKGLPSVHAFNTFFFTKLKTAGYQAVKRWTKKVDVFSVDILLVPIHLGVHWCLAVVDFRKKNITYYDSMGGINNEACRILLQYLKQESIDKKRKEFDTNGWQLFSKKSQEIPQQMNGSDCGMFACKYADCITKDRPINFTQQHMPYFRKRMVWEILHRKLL
#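 Assay system – human recombinant His6-tagged SENP1 catalytic domain enzyme · Input – SENP1 enzyme, 20 pM final · Buffer or medium – Tris pH 8 buffer plus EDTA, NaCl, BME, BSA, NP40, catalase · Schedule – 50 min reaction at room temperature · Technique – FRET read of cyan and yellow fluorescence · Control set – no-enzyme wells low, DMSO-plus-enzyme wells high control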
# SENP7 inh = inhibitors of human SENP7 protease | hit rate 1.5% among 330,000 | inhibition, % at 5 µM | recombinant SENP7, Z-RLRGG-aminoluciferin luminescence, 40 min | Q9BQF6;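 active means inhibition above about 50% at the single test dose, limit read from the data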;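 further: plate controls were DMSO with enzyme for no effect and no enzyme buffer wells for full effect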
# SENP8 block-1 = SENP8 protease inhibition; Q96LD8; purified SENP8, Z-RLRGG-aminoluciferin cleavage, luminescence; inhibition, % at 10 µM; hit rate 1.2% among 330,000; AID 2540; in the data active means inhibition above about 50%
# Target sequence (Q96LD8 whole entry, looked up): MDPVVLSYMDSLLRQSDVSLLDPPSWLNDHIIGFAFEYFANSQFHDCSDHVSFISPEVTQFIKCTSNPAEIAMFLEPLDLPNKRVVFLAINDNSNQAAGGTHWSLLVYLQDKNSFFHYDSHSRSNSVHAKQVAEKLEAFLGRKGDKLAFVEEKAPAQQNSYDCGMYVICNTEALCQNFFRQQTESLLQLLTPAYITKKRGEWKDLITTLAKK
# SENP8 block-2 = SENP8 (human) protease inhibition. recombinant SENP8, Nedd8 substrate fluorescence. inhibition, % at 20 µM. AID 602440. hit rate 0.64% among 360,000; in the data active means inhibition mostly above about 40%, no sharp cut-off; inactive means mostly below about 27%
# beta cell repl = induces beta-cell replication in MIN6 cells; proliferation, % at 10 µM; hit rate 0.29% among 330,000; MIN6 cells proliferation, ATPlite luminescence, 48 h; cells starved in 0.2% serum; 100% = growth in 10% serum;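 active means compounds whose signal lies at least 3.5 SD above the mean of all wells on their plate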;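 further: 0% = DMSO-treated cells in low-serum medium and 100% = 10% serum control; some compounds called inactive have numbers as strong as hits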
# UBC13 inh = inhibitors of human UBC13 polyubiquitin chain formation; P61088; TR-FRET; inhibition, % at 20 µM; hit rate 0.47% among 330,000; AID 485273; in the data active means inhibition above about 45%, passing the limit was not always enough
# Target sequence (P61088 whole entry, looked up): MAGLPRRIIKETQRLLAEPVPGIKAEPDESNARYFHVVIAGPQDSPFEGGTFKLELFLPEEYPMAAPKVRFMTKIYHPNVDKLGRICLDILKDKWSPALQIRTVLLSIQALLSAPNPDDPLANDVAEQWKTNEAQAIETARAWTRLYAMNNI
# PfGluPho inh = PfG6PD (Plasmodium falciparum) enzyme inhibition | PfGluPho enzyme, NADPH resazurin-diaphorase fluorescence | hit rate 0.78% among 350,000 | inhibition, % at 20 µM;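 active means inhibition reaching at least a set limit at 20 µM in the primary screen, cut at about 59% in these data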;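 further: 0% = DMSO wells with substrate and 100% = DMSO wells lacking glucose-6-phosphate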
# SENP6 block = inhibitors of human SENP6 protease. Q9GZR1. Recombinant SENP6 catalytic domain, aminoluciferin luminescence. inhibition, % at 10 µM. hit rate 1.8% among 330,000. AID 2599;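 active means inhibition above about 50% at the single tested dose, limit read from the data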;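 further: plate controls were DMSO wells with enzyme for no effect and DMSO wells lacking enzyme for full effect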
# Target sequence (Q9GZR1 628-1112 limits assumed): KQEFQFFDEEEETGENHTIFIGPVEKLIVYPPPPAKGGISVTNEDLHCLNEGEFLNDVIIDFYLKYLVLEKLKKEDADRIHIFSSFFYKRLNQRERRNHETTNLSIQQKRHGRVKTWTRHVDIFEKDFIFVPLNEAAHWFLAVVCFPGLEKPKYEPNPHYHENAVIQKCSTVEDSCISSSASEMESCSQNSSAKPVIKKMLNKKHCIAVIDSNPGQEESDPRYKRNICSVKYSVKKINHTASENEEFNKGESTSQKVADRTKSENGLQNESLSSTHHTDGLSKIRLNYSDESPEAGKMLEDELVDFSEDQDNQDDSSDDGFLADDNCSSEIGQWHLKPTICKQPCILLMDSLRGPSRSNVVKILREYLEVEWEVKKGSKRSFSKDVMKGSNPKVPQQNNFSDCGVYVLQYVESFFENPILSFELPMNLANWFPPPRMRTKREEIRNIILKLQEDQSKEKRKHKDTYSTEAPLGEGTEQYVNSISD
# HKDC1 inhibitor = blocks human hexokinase HKDC1 activity. hit rate 0.16% among 340,000. recombinant HKDC1, G6PDH/diaphorase resazurin coupled fluorescence. inhibition, % at 20 µM. Q2TB90. AID 493160;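 active means inhibition above about 35% when tested at 20 µM, limit read from the data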;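 further: plate controls were DMSO wells with enzyme for no effect and DMSO wells lacking enzyme for full effect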
#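 Test system: Recombinant HKDC1 (HK5) hexokinase enzyme, produced in-house | Input: HKDC1 at 5 µg/mL | Buffer or medium: Tris pH 8.0 buffer with MgCl2, Tween-20, BSA, BME | Schedule: 90 min reaction incubation at room temperature, dark | Technique: Resazurin-to-resorufin fluorescence via G6PDH and diaphorase coupling, 525/613 nm | Controls: DMSO wells with and without enzyme mix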
# * hit, by the source's call; i = inactive; x = no result given. Rows were taken by chance (roughly 4% active in at least one column).
canonical_smiles,SENP8 block-2,HKDC1 inhibitor,SENP6 block,SENP7 inh,UBC13 inh,SENP8 block-1,SENP1 inh,PfGluPho inh,beta cell repl
CC(C)(C)C1CCc2c(sc(NC(=O)c3cccs3)c2C(N)=O)C1 (stereo not given),-329,-6,-14,-13,20,-5,-5,-5,-2
O=C(NNc1cccc(Cl)c1)c1cccnc1Oc1ccccc1,14,0,-6,-3,-11,-1,0,-4,-1
CC(=O)Nc1cccc(/C(C)=N/Nc2ccc(S(=O)(=O)Nc3ccccc3C(=O)O)cc2[N+](=O)[O-])c1,28,7,x,x,x,x,2,-47,x
CCOC(=O)/C(C#N)=C/c1ccc(N2CCN(C)CC2)cc1,-68,15,-1,-6,-18,-7,-26,7,0
O=C(O)COc1ccccc1/C=N/n1c(C2CCCCC2)n[nH]c1=S,12,-2,6,2,6,-1,3,23,-2
CCOC(=O)c1c(NC(=O)c2cccs2)sc(CC)c1-c1cccs1,-323,6,3,2,25,7,-2,7,-6
O=c1n(Cc2ccc(F)cc2)nc2n1-c1ccccc1SC2,-1,1,-2,3,9,6,1,-12,-3
Cc1cc2ncn(CCOc3ccccc3)c2cc1C,21,3,28,3,10,-6,-1,-6,0
O=C(O)C1CCCCC1C(=O)Nc1ccc(-c2ccccc2)cc1 (stereo not given),12,2,34,16,6,27,2,-24,-1
Cc1cc(C(=O)N2CCc3c([nH]c4ccccc34)C2c2cccc(Cl)c2)nn1C (stereo not given),-40,-2,-2,-5,7,-1,-13,3,-5
O=C(NCCCN=C1NS(=O)(=O)c2ccccc21)c1ccc(S(=O)(=O)N2CCOCC2)cc1,2,-8,4,10,2,6,-1,-6,-2
Cc1cc(C)c(NC(=O)CCN2C(=O)c3ccccc3S2(=O)=O)c(C)c1,9,2,-19,4,-3,-4,1,-20,-1
CC(C)NC(=O)C1CCN(C(=O)c2ccc(-c3ccccc3)cc2)CC1,32,0,-43,-5,-4,-11,4,-12,0
CC(C)c1nc2ccc(C(=O)O)cc2[nH]1,6,-1,-20,6,9,1,2,2,0
CCOC(=O)N1CCN(Cc2ccc3c(c2)OCO3)CC1,16,-7,0,7,0,-14,1,-1,-2
COc1ccc(/C=N/NC(=O)CN(c2ccc(OC)cc2)S(=O)(=O)c2ccccc2)cc1,1,-4,-2,-9,-5,-2,1,-2,6
Cc1sc(NC(=O)c2ccco2)c(CN2CCC(C)CC2)c1C,-44,1,-12,-6,-8,-6,2,6,-2
Cc1ccc(NS(=O)(=O)c2csc(C(N)=O)c2)c(C)c1,3,-2,6,5,1,9,1,0,-4
CN(C)c1ccc(C=C2C(=O)OC(C)(C)OC2=O)cc1,20,-9,-4,3,-93,-5,0,11,5
COc1cc(Nc2cc(C)nc3nc(C)nn23)cc(OC)c1OC,7,3,2,-1,-5,7,-1,-4,2
COc1ccc(C(=O)/C=C/C(=O)N(CC(=O)NC2CCCCC2)Cc2ccccc2)c(O)c1,5,12,x,x,x,x,3,51,x
CCCc1nc2ccccc2c2nc(N)nn12,-1,-12,-3,8,3,2,1,10,-2
CCCOC(=O)c1ccc(NC(=O)Oc2ccccc2)cc1,12,-4,-12,-1,4,2,3,7,-1
CC(C(=O)O)n1c(C(F)(F)F)nc2ccccc21 (stereo not given),23,-7,2,2,9,4,-1,-4,2
CCOC(=O)c1cccc(NC(=O)c2c(NCc3ccccc3)[nH]c(=O)[nH]c2=O)c1,-2,2,-29,0,-19,-18,1,-31,-6
COc1ccc(-c2cnc3ncnn3c2N)cc1,13,8,4,7,9,2,2,-16,1
Cc1ccc(C(=O)NCCc2ccccn2)cc1S(=O)(=O)N1CCOCC1,x,-3,-11,-3,15,0,x,-4,1
CCOc1ccc(NC(=O)CCC(=O)NNC(=O)c2ccc(Br)o2)cc1,3,-6,15,-7,-13,-9,2,4,-3
Cc1ccc(S(=O)(=O)N2CCN(C(=O)c3c(C)nn(-c4ccccc4)c3Cl)CC2)cc1,15,-3,-8,-4,-12,-3,-1,2,-3
C=CCn1c(Cc2ccc(OCC)cc2)nnc1SCC(N)=O,9,-2,1,1,4,1,2,-12,3
O=C(Nc1ccccc1N1CCCC1)C1CCN(C(=O)c2ccc(Cl)cc2)CC1,10,-3,0,0,-5,-1,-1,-7,-1
Cc1nn(-c2ccccc2)c(C)c1NC(=O)COC(=O)CCCOc1ccccc1,18,-3,-11,1,-2,0,0,-6,2
Cc1cccc(OCc2nnc(SCC(=O)NC3CCCCC3)n2C)c1,15,3,-32,-4,0,-9,1,-4,0
CC(=O)Nc1ccc(C(=O)N/N=C/c2cccnc2)cc1,4,-7,x,x,x,x,0,-14,x
Cn1c(SCC(=O)c2ccc3c(c2)OCO3)nnc1-c1ccccn1,28,-9,-20,-6,11,-9,2,-19,-2
CC(C)n1nnnc1SCC(=O)Nc1ccccc1N1CCOCC1,21,-4,-18,6,12,-1,2,0,-1
CCOc1nnc(C)c2c(C)n(-c3cccc(Cl)c3)nc12,18,-3,21,6,0,9,0,-9,-3
COc1ccc(-c2ccc3oc(-c4ccc(OC)cc4)c(C#CC4(O)CCCCC4)c3c2)cc1,i,3,-3,2,0,1,-56,48,-7
CCOC(=O)COn1c(=O)c(-c2ccc(OCC)cc2)[n+]([O-])c2ccccc21,-92,4,11,0,-1,2,-22,0,-1
CCCCc1c(O)cc(C)[nH]c1=O,-88,1,-3,-1,2,3,2,-26,-1
CCSc1nc(-c2cccnc2)ccc1C#N,-371,-14,-8,11,11,6,0,18,2
CCOC(=O)c1ccc(CNC(=O)C2CCC(=O)N(Cc3cccc(OC)c3)C2)o1 (stereo not given),-2,-6,11,0,1,-2,0,7,-1
CCOC(=O)CNC(=O)CN1CCC(c2nc3ccccc3[nH]2)CC1,14,-6,-8,0,8,-2,0,-6,-1
COc1ccc(S(=O)(=O)N2CCCCCC2)cc1NC(=O)CN1C(=O)CNC1=O,14,-3,9,0,5,5,0,-1,-3
COc1cccc(CN2C(=O)C(C)N(C(=O)c3ccccc3)c3ccccc32)c1 (stereo not given),12,2,-12,-3,10,0,3,6,0
O=C(NCc1cccnc1)/C(=C/c1ccc(-c2cccc(C(F)(F)F)c2)o1)NC(=O)c1ccccc1,-229,2,4,-4,0,-3,-11,27,-5
O=C(c1ccccc1F)N1CCN(c2ccc([N+](=O)[O-])c3cccnc23)CC1,36,1,9,3,-6,0,-26,3,-1
Cc1ccc(C(=O)NCCc2sc(C)nc2C)cc1,11,-3,-11,0,4,-2,-4,-1,-1
COc1ccc(C2CC(c3ccccc3)=NN2C(=O)COC(=O)c2nc3nccc(C)n3n2)cc1 (stereo not given),7,-5,5,10,2,-3,-3,12,3
CN(C)CCN1C(=O)c2cccc3cc([N+](=O)[O-])cc(c23)C1=O,29,-1,x,x,x,x,60*,0,x

# Record cards, as listed above. Screens in order: SENP8 block-2	HKDC1 inhibitor	SENP6 block	SENP7 inh	UBC13 inh	SENP8 block-1	SENP1 inh	PfGluPho inh	beta cell repl
# O=C(c1ccccc1F)N1CCN(c2ccc([N+](=O)[O-])c3cccnc23)CC1 is entered as 36	1	9	3	-6	0	-26	3	-1
# COc1cccc(CN2C(=O)C(C)N(C(=O)c3ccccc3)c3ccccc32)c1 (stereo not given) is entered as 12	2	-12	-3	10	0	3	6	0

# Carrying on:
canonical_smiles,SENP8 block-2,HKDC1 inhibitor,SENP6 block,SENP7 inh,UBC13 inh,SENP8 block-1,SENP1 inh,PfGluPho inh,beta cell repl
O=C(COC(=O)c1n[nH]c(=O)c2ccccc12)Nc1ccccc1,8,3,-6,1,2,0,-1,-18,7
O=C(CN(C(=O)c1nsc(Cl)c1Cl)c1cccc(F)c1)NC1CCCC1,4,-5,14,-7,-7,-7,0,-5,-1
CC(C)(C)c1ccc(-c2ncccc2O)cc1,-90,0,-19,12,12,-6,2,15,0
O=C(COC(=O)c1ccc([N+](=O)[O-])cc1)NC1CCCC1,32,-5,10,-1,5,-2,6,2,-1
COc1cc(/C=N\NC(=O)CN2CCOCC2)ccc1OCC(=O)Nc1ccc(C)c(C)c1,-7,8,-8,-13,-2,-17,0,-20,-4
COc1ccc(/C=N/Nc2nc(-c3ccc(Cl)cc3)cc(C(F)(F)F)n2)c(OC)c1,30,1,3,6,-9,-1,3,-9,-4
Cc1noc(C)c1S(=O)(=O)Nc1ccc2c(c1)C(=O)N([C@H](C)CO)C[C@H](C)[C@@H](CN(C)C(=O)NC1CCCCC1)O2,3,-2,-9,-4,-3,-8,0,-4,1
Nc1cc(C(F)(F)F)ccc1C(=O)O,-446,x,3,5,12,1,5,x,-1
COC(=O)C1CSC(C(=O)OC)N1C(=O)Nc1ccc(Cl)c(Cl)c1 (stereo not given),17,0,-11,11,4,4,2,-14,-2
Cc1ccc2c(c1)NC(=O)C(CC(=O)NCCN(C)C)O2 (stereo not given),8,-6,-13,-8,3,-11,-2,15,-5
CCOC(=O)c1oc2ccc(S(=O)(=O)n3nc(-c4cc(OC)c(OC)c(OC)c4)cc3N)cc2c1C,-5,0,0,-3,-1,6,2,4,-3
CC(C)(C)c1ccc(S(=O)(=O)N2CCCCC2C(=O)NCc2ccccn2)cc1 (stereo not given),1,-7,14,-6,6,0,2,1,3
O=C(O)CCC(=O)NNC(=O)COc1ccc2ccccc2c1Br,8,-6,-2,1,-11,-7,0,-14,-2
Cc1ncsc1CCOC(=O)c1ccc(N2CCOCC2)c([N+](=O)[O-])c1,8,-11,-13,2,-4,-4,2,12,-4
CC(C)C(NC(=O)CN1C(=O)c2cccc3cccc1c23)C(C)C,-224,-2,-10,0,6,2,-21,-4,1
CC1CC(C)CN(CC(C)(C)NS(=O)(=O)c2ccc(Cl)cc2)C1 (stereo not given),22,6,2,-5,5,8,3,-11,3
C=CCc1c(C)nc(N)[nH]c1=O,18,2,-5,-2,-2,5,-1,-9,-2
CC1CCN(C(=O)C2CCCN(S(C)(=O)=O)C2)CC1 (stereo not given),9,10,1,3,-4,1,1,-17,0
CCOC(=O)C(CCSC)NC(=O)CN (stereo not given),4,-4,-11,-8,-4,-5,0,18,-1
CCC/C(O)=C1\C(=O)CCCC1=NCCc1c(C)[nH]c2ccccc12,25,-4,-18,1,13,-3,3,0,-1
O=C(OCC(=O)N1CCCc2ccccc21)c1cncc(Br)c1,14,-5,0,8,-3,-6,1,7,2
O=C(O)c1cc(-n2cccc2)ccc1N1CCOCC1,2,0,-12,11,5,2,0,-6,2
O=C(Nc1cccc2ccccc12)OCc1cncs1,-17,-2,-9,1,-1,-18,4,7,-1
O=C(Cn1cnc2ccccc21)N/N=C/c1ccccc1[N+](=O)[O-],8,0,4,-3,-12,-3,2,-2,0
CCN1CCCCC(=N/O)/C(=N/O)CCCC1,12,-3,-45,-3,-10,-5,1,6,3
CCCCN1CC[C@H]2C=CC[C@@H](C(=O)Nc3ccc(Cl)c(C(F)(F)F)c3)[C@H]2C1=O,14,1,-32,5,0,-20,1,1,-5
COc1cc(/C=C2\CCc3ccccc3C2=O)cc(OC)c1OC,10,0,-6,1,22,-6,1,10,-5

# As entered above.
# Result for CCCCN1CC[C@H]2C=CC[C@@H](C(=O)Nc3ccc(Cl)c(C(F)(F)F)c3)[C@H]2C1=O under HKDC1 inhibitor: 1
# Result for O=C(Cn1cnc2ccccc21)N/N=C/c1ccccc1[N+](=O)[O-] under beta cell repl: 0
